Screens from PubChem.
H69AR inhibit: growth inhibitors of human H69AR lung tumor cells; H69AR lung tumor viability, ATP luminescence, 72 h; stronger effect = lower value; viability, % at 10 µM; hit rate 6% among 85,000; AID 598;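 active = viability at or below 40%; inactive = viability above 40%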;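 note: multidrug resistant small cell line overexpressing MRP-1 efflux transporter; 100% = mean luminescence of untreated control wells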
ERa coact inh: ER-alpha (human) coactivator binding inhibition | hit rate 1.7% among 86,000 | inhibition, % at 25.6 µM | P03372 | TR-FRET ER-alpha LBD / SRC-1 peptide, estradiol-bound | AID 629; in the data active = inhibition above about 50%;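 note: 0% = receptor plus peptide control and 100% = peptide only without receptor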
Target sequence (P03372 whole entry, looked up, the tested form may be a part): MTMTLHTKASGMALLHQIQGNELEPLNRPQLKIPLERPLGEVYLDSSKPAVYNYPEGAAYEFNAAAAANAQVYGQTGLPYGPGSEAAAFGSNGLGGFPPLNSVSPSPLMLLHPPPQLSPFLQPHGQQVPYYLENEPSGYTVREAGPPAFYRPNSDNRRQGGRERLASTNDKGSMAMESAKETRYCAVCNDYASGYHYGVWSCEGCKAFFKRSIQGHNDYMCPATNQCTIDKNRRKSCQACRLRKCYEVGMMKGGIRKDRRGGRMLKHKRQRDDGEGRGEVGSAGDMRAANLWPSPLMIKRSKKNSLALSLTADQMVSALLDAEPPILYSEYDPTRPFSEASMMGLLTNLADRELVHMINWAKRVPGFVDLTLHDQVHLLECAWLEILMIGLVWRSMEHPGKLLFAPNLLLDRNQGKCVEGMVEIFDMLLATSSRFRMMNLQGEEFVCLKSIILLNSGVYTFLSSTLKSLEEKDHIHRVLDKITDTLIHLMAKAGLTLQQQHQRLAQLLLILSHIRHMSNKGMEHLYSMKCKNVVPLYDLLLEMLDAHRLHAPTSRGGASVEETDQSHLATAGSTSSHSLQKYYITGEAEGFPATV
CD11b adhes inh: inhibitors of human CD11b/CD18 binding to fibrinogen; P05107+P11215; K562 CD11b/CD18 adhesion to fibrinogen, ATPlite luminescence; Mn2+ added to activate the integrin; inhibition, % at 10 µM; hit rate 0.54% among 93,000; AID 1497;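 active = primary inhibition of 50% or more at 10 µM, then 40% or more on retest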; note: some results filed as inactive read as strong as hits
CYP2C19 inh: blocks human cytochrome P450 2C19; inhibition, % at 5 µM; CYP2C19 Supersomes, luciferin-H EGE luminescence, 30 min; AID 778; hit rate 21% among 96,000;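 active = CYP2C19 inhibition above a set limit at 5 µM in the primary screen, cut at about 50% in these data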;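 note: plate controls were negative control wells for no effect and 2.5 mM tranylcypromine positive control for full effect; values of inactives mirror those of a sister screen read the other way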
Target sequence (P33261 whole entry, looked up): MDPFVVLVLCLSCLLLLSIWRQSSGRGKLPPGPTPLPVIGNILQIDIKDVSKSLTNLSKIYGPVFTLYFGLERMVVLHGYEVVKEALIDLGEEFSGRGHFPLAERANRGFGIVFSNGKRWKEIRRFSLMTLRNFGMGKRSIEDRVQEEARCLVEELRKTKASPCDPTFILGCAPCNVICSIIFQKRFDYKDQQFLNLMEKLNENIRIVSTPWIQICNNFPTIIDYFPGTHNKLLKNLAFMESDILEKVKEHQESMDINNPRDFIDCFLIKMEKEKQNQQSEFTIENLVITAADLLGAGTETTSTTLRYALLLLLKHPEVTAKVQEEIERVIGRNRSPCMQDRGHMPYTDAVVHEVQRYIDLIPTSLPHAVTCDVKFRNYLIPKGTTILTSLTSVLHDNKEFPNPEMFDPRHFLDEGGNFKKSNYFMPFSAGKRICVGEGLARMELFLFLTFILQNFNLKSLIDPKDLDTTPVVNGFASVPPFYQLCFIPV
Mac1 fbg enh: CD11b/CD18-fibrinogen binding enhancement | P05107+P11215 | K562 CD11b/CD18 adhesion to fibrinogen, ATPlite luminescence | activation, % at 10 µM | hit rate 0.07% among 93,000 | AID 1499;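 active = 10 µM primary screen giving 50% or more activity, confirmed by 40% or more on retest at that dose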; note: strong numbers were not always called active
Fibroblast inh: blocks proliferation of human lung fibroblasts; viability, % at 10 µM; hit rate 1.1% among 85,000; LL 47 human lung fibroblast viability, ATP luminescence; stronger effect = lower value;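 active = viability at or below 50% in the single dose screen; inactive = viability above 50%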;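 note: compound exposure lasted 72 h before the ATP readout; 100% = median luminescence of untreated cell-only wells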
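Times – overnight cell rest, 72 h compound treatment at 37 °C · Test system – human lung fibroblast line LL 47, low passage · Amount – 1,150 cells in each well · Controls – cell-only wells, no compound · Doses – 0.1% DMSO in all compound wells · Measured by – CellTiter-Glo luminescence · Buffer or medium – IMEM plus 15% FBS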
CYP2C19 act: activators of human cytochrome P450 2C19; recombinant CYP2C19, luciferin-H EGE luminescence; stronger effect = higher value; 0 = fully inhibited enzyme, 1 = untreated enzyme; activation factor at 5 µM; 96,000 tested, under 10 active; AID 1025;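 active = activation factor of at least 2 at 5 µM in the primary screen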;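 note: 0 = wells with 2.5 mM tranylcypromine and 1 = vehicle-only wells; values of inactives mirror those of a sister screen read the other way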
ERa coact pot: enhances coactivator binding to human estrogen receptor alpha; TR-FRET ERalpha-LBD/SRC-Cy5 coactivator binding, 2 h; 100 = basal binding, no effect; AID 639; P03372; coactivator binding (% of control), % at 25.6 µM; hit rate 1.3% among 86,000; in the data active = activity above about 200%;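 note: binding measured in presence of low estradiol as agonist stimulus; 0% = peptide alone without receptor and 100% = receptor with peptide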
HUVEC inhibit: human endothelial cell proliferation inhibition | HUVEC proliferation, CellTiter-Glo luminescence, 72 h; stronger effect = lower value | viability, % at 10 µM (by protocol) | hit rate 1.1% among 86,000;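 active = viability at or below 30%; inactive = viability above 30%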;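 note: 100% = median luminescence of DMSO-only cell control wells on each plate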
* = called active by the depositor; nt = not tested or not shown; [ ] = another dose, or the depositor's remark.

SMILES	H69AR inhibit	ERa coact inh	CD11b adhes inh	CYP2C19 inh	Mac1 fbg enh	Fibroblast inh	CYP2C19 act	ERa coact pot	HUVEC inhibit
CC1(C)CC(N2CN(C3CCCCC3)CC2=O)CC(C)(C)N1	96	-6	-9	-6	-5	93	1.1	114	104
Cc1cc(C)c2c(c1)-c1c(ssc1=S)C(C)(C)N2C(=O)CSc1nncn1C	13*	-1	12	30	-1	74	0.7	95	67
O=C(CSc1ccc(Cl)cc1)Nc1ccc(NC(=O)c2ccco2)cc1	nt	nt	-53	16	52	nt	0.8	nt	nt
COc1ccc(OC)c(S(=O)(=O)Nc2ccc(C(C)=O)cc2)c1	91	1	-11	47	-6	92	0.5	51	86
COC(=O)Cc1c(C)c2ccc(OCC(=O)N3CCOCC3)cc2oc1=O	72	-11	-24	-3	-4	98	1	75	92
O=C(NCCN1CCN(c2ccccc2F)CC1)c1cccn2c(=O)c3ccccc3nc12	42	-1	-23	60*	-4	100	0.4	145	56
CC(C)c1ccccc1N1CC(C(=O)O)CC1=O (stereo not drawn)	103	5	6	-1	0	109	1	113	92
COc1ccc(OCC(=O)OCC(=O)NCc2ccco2)cc1	nt	nt	-3	0	0	nt	1	nt	nt
COc1ccc(CNC(=O)c2cc(-c3ccco3)on2)cc1	105	2	nt	21	nt	nt	0.8	108	96
O=C(CN1CCOCC1)Nc1ncc(Br)cc1Br	94	-5	-16	2	-3	103	1	110	100
COc1ccc(C(=O)n2nc(-c3ccc(C)cc3)nc2N)cc1OC	22*	3	14	-3	-2	78	1	155[fluorescence artefact?]	47
C=CCN1C(=O)C2(NNc3ccccc3O2)c2ccccc21 (stereo not drawn)	13*	4[fluorescence artefact?]	-1	14	0	76	0.9	76[fluorescence artefact?]	23*
C=COCCNC(=O)C1CC(=O)N(c2ccc(C)cc2)C1 (stereo not drawn)	95	-4	2	6	1	105	0.9	105	101
CCOC(=O)C1=NN(c2ccccc2)C(=O)/C1=C\c1ccc(N(C)C)cc1	nt	nt	-14	3	4	nt	1	nt	nt
c1ccc(Cn2nnnc2CN2CCN(Cc3ccc4c(c3)OCO4)CC2)cc1	87	6	6	18	-2	94	0.8	209*	94
COc1ccc(Nc2cc(C)nc3nc(C)nn23)cc1Cl	72	5	15	-8	-2	106	1.1	118	104
c1ccc(SCc2nc(-c3cccnc3)no2)cc1	94	-26	8	93*	3	102	0.1	113	85
CCCCN(C)C(=O)C1CCN(Cc2ccc(OCc3ccccc3)cc2)CC1	53	-14	nt	nt	nt	90	nt	100[fluorescence artefact?]	60
O=C(CCCC(=O)OCC1CCCO1)OCC1CCCO1 (stereo not drawn)	91	6[fluorescence artefact?]	-12	-1	-2	99	1	113	90
O=C(C1CCC1)N1CCc2cc(S(=O)(=O)Nc3ccc4c(c3)OCO4)ccc21	66	-7[fluorescence artefact?]	nt	nt	nt	87	nt	121[fluorescence artefact?]	87
Cc1ccnc2nc(C(=O)N3CCN(S(=O)(=O)c4ccccc4)CC3)nn12	96	-1	6	-6	-1	104	1.1	90	104
C=CCNC(=O)c1ccccc1NC(=O)c1ccc(Cl)c(S(=O)(=O)Nc2ccccc2)c1	nt	nt	-2	62*	1	nt	0.4	nt	nt
COc1cccc(C(=O)CN(C(=O)c2ccc(Cl)c(Cl)c2)N2C(=O)c3ccccc3C2=O)c1	nt	nt	8	30	-3	nt	0.7	nt	nt
CC(C)C(c1nnnn1Cc1ccccc1)N1CCc2ccccc2C1 (stereo not drawn)	85	-4	-4	39	6	90	0.6	122	89
CC(=O)Nc1cc(-c2nn(CC(=O)N3CCCCC3)c(=O)c3ccccc23)ccc1N1CCOCC1	95	1	-12	-3	1	101	1	105	97
O=C(CN1CCCCC1)N1c2ccccc2Sc2ccc(C(F)(F)F)cc21	87	0	nt	nt	nt	111	nt	113	104
O=C(CCNC(=O)Cn1ccc2ccccc2c1=O)NCCCN1CCN(c2ccccc2F)CC1	86	-31	-3	8	-2	88	0.9	105	86
CCOc1ccc(NC(=O)C2CCCN(C(=O)NCc3ccccc3)C2)cc1 (stereo not drawn)	93	-5	nt	nt	nt	109	nt	102[fluorescence artefact?]	96
O=C(Nc1ccccc1C(=O)NCCCn1ccnc1)c1ccc(Cl)cc1Cl	76	-4	nt	nt	nt	98	nt	118	75
CCn1ncc(Cl)c1C(=O)Nc1cc(Cl)ccc1Cl	75	-20	8	-14	1	101	1.1	113	83
CC1CCN(S(=O)(=O)c2csc(C(=O)Nc3ccccc3)c2)CC1	86	-3	25	9	-3	104	0.9	109	103
Cn1c(N2CCC(C(N)=O)CC2)nc2c1c(=O)n(Cc1cccc(Br)c1)c(=O)n2C	86	7	1	15	0	90	0.9	115	93
Cc1ccc2c(c1)cc(CN(Cc1ccc3c(c1)OCO3)C(=O)c1ccccc1)c1nnnn12	51	-5	nt	-13	nt	100	1.1	108	95
COc1ccc(OC)c(S(=O)(=O)N(C)CC(=O)Nc2cc(Cl)ccc2OC)c1	83	-7	nt	nt	nt	93	nt	115	86
CCOC(=O)c1ccc(NC(=O)NCc2ccncc2)cc1	100	32	13	24	0	103	0.8	105[fluorescence artefact?]	104
O=C(c1ccccc1-c1ccccc1)N1CCCC1	119	-12	-6	32	0	91	0.7	98	71
Cn1cccc1CC(=O)N/N=C/c1cccc2ccccc12	nt	nt	3	-3	-4	nt	1	nt	nt
O=C(CSCC(=O)N1CCOCC1)Nc1nc(-c2ccc3c(c2)OCO3)cs1	91	-2	7	35	3	94	0.7	96	55
O=C(Cn1nc(Cc2cccnc2)c2ccccc2c1=O)N1CCN(C(=O)c2ccco2)CC1	95	1	-10	8	0	97	0.9	100	97
Cc1ccccc1-n1c(SCC(=O)N2CCN(c3ccccc3)CC2)nnc1-c1ccncc1	40	-8	-2	84*	-2	99	0.2	106[fluorescence artefact?]	98
CCOC(=O)CCCc1c[nH]c2ccccc12	93	3	nt	32	nt	105	0.7	110	86
CCc1nc2ccccc2n(CCOCCn2c(=O)c(CC)nc3ccccc32)c1=O	94	-2	7	8	1	94	0.9	128[fluorescence artefact?]	94
CCCn1c2ccccc2c2nnc(SCC(=O)OCC)nc21	93	28	-2	66*	2	99	0.3	85	97
CSc1ccc(-c2nnn(Cc3ccccn3)n2)cc1	102	6[fluorescence artefact?]	4	67*	-6	105	0.3	109	101
Nn1c(COc2ccccc2)nnc1SCC(=O)O	91	-2	0	-1	-2	96	1	252*[fluorescence artefact?]	90
O=C(O)C1CC=CCC1C(=O)Nc1cccc(Cl)c1Cl (stereo not drawn)	96	-4	18	-14	-3	100	1.1	110	98
O=C(CSc1nnnn1Cc1ccccc1)NCC(=O)c1ccccc1	96	-3	-43	36	6	93	0.6	109	93
c1ccc(Cn2ccnc2SCc2nnc(-c3ccccc3)o2)cc1	93	0	4	28	-2	96	0.7	113	104
CCOC(=O)c1c(NC(=O)c2cccs2)sc(C(=O)N2CCOCC2)c1C	94	-3	nt	nt	nt	97	nt	99[fluorescence artefact?]	93
O=C(CSc1nc2ccccc2c2nc3ccccc3n12)NCc1ccco1	76	74*[fluorescence artefact?]	-50	24	64	92	0.8	92	79
OC(CN1CCN(c2ccccn2)CC1)Cn1c2ccc(Cl)cc2c2cc(Cl)ccc21 (stereo not drawn)	1.3*	2	26	21	-9	94	0.8	91	41
C=C1[C@@H](C)C2[C@H](Cc3ccccc3)NC(=O)[C@]23OC(=O)CC[C@H](O)CCC[C@H](C)C/C=C/[C@H]3[C@@H]1O (stereo partly drawn)	38*	2	nt	nt	nt	25*	nt	111	15*
COc1ccc(N=c2oc3cc(O)ccc3cc2C(=O)NCC2CCCO2)cc1 (stereo not drawn)	79	19	-10	14	43	111	0.9	128	80
CCCCOCCCNC1=NCCCCC1	96	-4	-14	-1	2	nt	1	115	96
O=C(NCCC1=CCCCC1)C1CCCN(S(=O)(=O)c2cccc3cccnc23)C1 (stereo not drawn)	79	-3	3	73*	1	86	0.3	101	102
CCOC(=O)C(Cc1ccccc1)NC(=O)Cn1nnc(-c2ccccc2)n1 (stereo not drawn)	88	-2	-8	48	-4	93	0.5	125	92
Cc1cccc(NC(=O)Cn2cc(C(=O)c3ccco3)c3ccccc32)c1	71	52*	4	-13	-1	98	1.1	184[fluorescence artefact?]	76
Cc1cc(N2CCN(C)CC2)n2cc(-c3ccc(F)cc3)nc2n1	nt	nt	-47	4	-2	nt	1	nt	nt
CCCCn1nnc(NC(=O)c2sc3cc(Cl)ccc3c2Cl)n1	61	1	-9	29	-3	92	0.7	106	81
CN(C)CCN1C(=O)c2oc3ccc(F)cc3c(=O)c2C1c1ccncc1 (stereo not drawn)	nt	nt	-10	22	-1	nt	0.8	nt	nt

Following part:
SMILES	H69AR inhibit	ERa coact inh	CD11b adhes inh	CYP2C19 inh	Mac1 fbg enh	Fibroblast inh	CYP2C19 act	ERa coact pot	HUVEC inhibit
CC(C)(C)c1nnc(NC(=O)CN2C(=O)C3C4C=CC(C4)C3C2=O)s1 (stereo not drawn)	86	-5[fluorescence artefact?]	-9	-14	0	98	1.1	112[fluorescence artefact?]	102
CCN(c1cccc(C(F)(F)F)c1)S(=O)(=O)c1ccc2c(c1)CCN2C(=O)C1CC1	63	-4	86	49	-4	85	0.5	103	81
CCC(=O)Nc1nnc(CSCc2ccccc2)s1	107	-8	-2	27	0	107	0.7	127	106
O=C1CC(C(=O)Nc2ccccc2)C2(CCCCC2)O1 (stereo not drawn)	105	1	-8	18	-8	107	0.8	91	107
CS(=O)(=O)N(Cc1ccccc1)c1ccc(C(=O)NCc2cccnc2)cc1	81	-5	-8	91*	2	96	0.1	112	95
COc1ccc(S(=O)(=O)NCCCCCC(=O)NCCCN2CCOCC2)cc1	95	-5	-11	2	-2	100	1	118	96
Cc1[nH]c2ccccc2c1Cc1nnc(SCCC#N)o1	96	2	nt	nt	nt	105	nt	120[fluorescence artefact?]	97
CCCCNS(=O)(=O)c1ccc2c(c1)oc(=O)n2CC(=O)OCC	100	-1	-9	18	2	92	0.8	113	90
Cc1cc(C(F)(F)F)nn1CC(=O)NNC(=S)NCC(C)C	nt	nt	-1	32	-1	nt	0.7	nt	nt
COC(=O)c1ccc2c(=O)n(CCO)c(=S)[nH]c2c1	nt	-7	-28	-8	2	103	1.1	122	108
Cc1cc(-n2nc(C)cc2C)nc(NS(=O)(=O)c2ccccc2)n1	98	-6	-6	-2	-4	102	1	114	98
COC(=O)c1ccccc1NC(=O)C1CCCN(S(C)(=O)=O)C1 (stereo not drawn)	90	2	-16	7	-4	103	0.9	123	97
OCCN1CCN(Cc2cc(Cl)c3cccnc3c2O)CC1	37*	-2	-2	8	-1	54	0.9	111	81
O=C(NCCC(=O)N1CCN(c2ncccn2)CC1)c1ccccc1Cl	nt	nt	-5	28	1	nt	0.7	nt	nt

Ordered by the number under CD11b adhes inh (ascending): four of the compounds above
smiles	ERa coact inh	CD11b adhes inh	CYP2C19 inh	Mac1 fbg enh	CYP2C19 act	ERa coact pot
CC(C)(C)c1nnc(NC(=O)CN2C(=O)C3C4C=CC(C4)C3C2=O)s1 (stereo not drawn)	-5[fluorescence artefact?]	-9	-14	0	1.1	112[fluorescence artefact?]
Cc1cc(-n2nc(C)cc2C)nc(NS(=O)(=O)c2ccccc2)n1	-6	-6	-2	-4	1	114
CCC(=O)Nc1nnc(CSCc2ccccc2)s1	-8	-2	27	0	0.7	127
CCN(c1cccc(C(F)(F)F)c1)S(=O)(=O)c1ccc2c(c1)CCN2C(=O)C1CC1	-4	86	49	-4	0.5	103
